From PubChem
PLK1 PBD inh: PLK1 (human) polo-box domain binding inhibition. Plk1 PBD binding of FITC phosphopeptide, fluorescence polarization. P53350. 360,000 compounds, 2.8% hits. Potency, µM, without a hit: max response, negative = inhibition, hits mostly inhibitors; also: potency is read from the fitted curve at half-maximal effect; series mostly up to about 57 µM; % is scaled to controls: 0 for no effect and ±100 for the full control effect; nearly all actives have a fitted effect of over 65% in size
Target sequence (P53350 whole entry, looked up, the tested form may be a part): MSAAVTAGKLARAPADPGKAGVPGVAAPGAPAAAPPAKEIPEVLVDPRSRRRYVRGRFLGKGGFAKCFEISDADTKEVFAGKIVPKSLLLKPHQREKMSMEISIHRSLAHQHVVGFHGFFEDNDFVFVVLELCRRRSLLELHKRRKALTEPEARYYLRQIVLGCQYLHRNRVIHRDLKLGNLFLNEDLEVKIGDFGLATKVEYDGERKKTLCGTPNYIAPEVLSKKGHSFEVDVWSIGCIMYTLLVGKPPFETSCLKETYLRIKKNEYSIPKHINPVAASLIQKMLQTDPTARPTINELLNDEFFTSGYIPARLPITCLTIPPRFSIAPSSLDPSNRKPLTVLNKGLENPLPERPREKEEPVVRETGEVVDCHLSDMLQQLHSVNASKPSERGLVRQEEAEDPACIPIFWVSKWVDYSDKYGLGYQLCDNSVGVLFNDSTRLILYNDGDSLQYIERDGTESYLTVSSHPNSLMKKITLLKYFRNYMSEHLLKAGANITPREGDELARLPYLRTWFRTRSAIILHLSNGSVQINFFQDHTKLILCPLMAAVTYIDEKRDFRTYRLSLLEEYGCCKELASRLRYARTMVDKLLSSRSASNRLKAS
WRN helicase inh: WRN helicase (human) inhibition; Q14191; WRN helicase unwinding, fluorescent forked duplex, kinetic; Potency, µM (top dose mostly 114 µM), inactives show at the top dose activity change, negative = inhibition, actives largely listed as inhibitors; 360,000 compounds, 0.46% hits; also: potency is read from the fitted curve at half-maximal effect; % is scaled to controls: 0 for no effect and ±100 for the full control effect; nearly all actives have a fitted effect of over 55% in size
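WRN at 20 nM final preincubated with compound 15 min at room temperature; reaction started with 100 nM fluorophore/quencher forked duplex oligonucleotide and 2 mM ATP final. Unwinding followed kinetically by red fluorescence (ex 525, em 598 nm).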
EPAC1 antag: blocks human EPAC1 exchange factor; O95398; EPAC1 GEF assay, Rap1b-BODIPY-GDP exchange fluorescence; Potency, µM (titrated, usually from 115 µM), for inactives: at the highest dose activity change, negative = inhibition, usual class: inhibitors; 360,000 compounds, 0.14% hits; AID 720709;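 also: potency is read from the fitted curve at half-maximal effect; plate controls were vehicle for no effect and positive control for full effect; nearly all actives have a fitted effect of over 50% in size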
IL-2 act: IL-2 activation; IL-2 activation reporter assay, cell-based qHTS; stimulated with anti-CD3/CD4/CD28 beads; in transgenic mouse T cells; activation, % (series mostly up to about 46 µM); 360,000 compounds, 0.065% hits; AID 652025; in the data active = activation above about 50%; inconclusive = mostly about 30% to 49%; also: 0% is about no effect
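Unstimulated transgenic mouse T cells; 60-min compound exposure; bead-based TCR/CD4/CD28 stimulation; 18 h culture, 37 degrees C; dual fluorescence (EGFP, DsRed) plate cytometry.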
Abeta rescue: A-beta toxicity reversal in yeast | yeast expressing A-beta42, growth rescue, OD600, 48 h; response scale: 0% DMSO, 100% iron-clioquinol control | AID 1347071 | 410,000 compounds, 0.063% hits | Potency, µM (titrated, usually from 46.1 µM), for inactives: at the highest dose growth rescue, most hits filed as activators; also: potency is read from the fitted curve at half-maximal effect; nearly all actives have a fitted effect of over 55% in size
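Yeast A-beta toxicity model in growth medium with pinned compounds, 48 h at 30 C; growth read as absorbance at 600 nm. Normalized to FeCl3/clioquinol equimolar mix (positive) and DMSO (negative).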
PI5P4K alpha inh: PI5P4K alpha (human) kinase inhibition; P48426; PI5P4Kalpha enzyme, ADP-Glo luminescence, 60 min; hits give low values; max response, %; 330,000 compounds, 1.2% hits; active = max response of -50% or lower; inconclusive = between -30% and -50%; inactive = -30% or higher; also: value at the top dose of about 77 µM; % is scaled to controls: 0 for no effect and ±100 for the full control effect
Target sequence (P48426 whole entry, looked up): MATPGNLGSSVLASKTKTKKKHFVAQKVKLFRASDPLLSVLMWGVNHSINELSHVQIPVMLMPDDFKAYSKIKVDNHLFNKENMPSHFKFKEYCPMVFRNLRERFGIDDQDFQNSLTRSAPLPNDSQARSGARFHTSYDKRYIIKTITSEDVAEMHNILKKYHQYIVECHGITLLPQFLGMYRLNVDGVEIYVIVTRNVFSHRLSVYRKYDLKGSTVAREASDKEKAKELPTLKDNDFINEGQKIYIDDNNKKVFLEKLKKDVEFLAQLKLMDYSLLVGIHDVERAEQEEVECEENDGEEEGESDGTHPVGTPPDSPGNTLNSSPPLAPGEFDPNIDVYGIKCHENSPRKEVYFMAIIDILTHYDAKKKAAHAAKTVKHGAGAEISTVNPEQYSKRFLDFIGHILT
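Controls without substrate or without enzyme flank wells where PI5P4Kalpha converts substrate using 5 microM ATP (final). Incubation lasts 60 minutes at room temperature; ADP formed is read by ADP-Glo luminescence.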
EPAC1 agonist: EPAC1 (human) agonism; EPAC1 agonist qHTS, biochemical assay; response scale: 100% = response to 6.5 mM cAMP; O95398; 360,000 compounds, 0.073% hits; Potency, µM (titrated, usually from 154 µM), for inactives: at the top dose activation, hits mostly activators; AID 720707; also: potency is read from the fitted curve at half-maximal effect; nearly all actives have a fitted effect of over 60% in size
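Compounds were pinned as a concentration titration into mixtures of EPAC1 (100 nM), BODIPY-GDP-loaded Rap1B (250 nM) and GDP (50 uM). After 5 min at room temperature, fluorescence was followed for 30 min; activity was scaled to 6.5 mM cAMP.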
FUS suppressor: suppressors of FUS proteinopathy in yeast; S. cerevisiae FUS-expressing, growth rescue, OD600, 24 h; Potency, µM (top dose mostly 76.6 µM), for the others: at the top dose growth rescue (activation), actives largely listed as activators; 390,000 compounds, 0.24% hits;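 also: potency is read from the fitted curve at half-maximal effect; plate controls were DMSO vehicle for no effect and reference control for full effect; nearly all actives have a fitted effect of over 55% in size; some results filed as inactive show a strong effect at the top dose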
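Yeast expressing FUS under galactose induction, OD 0.005 in 2% galactose medium; compounds in a dilution series, 24 h at 30C. Growth rescue by absorbance at 600 nm; CP55940 positive control, DMSO negative.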
An asterisk follows results filed as active; ? = inconclusive; nt = not tested or not shown; [ ] = another dose, or the depositor's remark. Unless noted, calls follow the shape of the dose curve; as a rule, active = well fitted curve in the direction sought with a large enough effect; inconclusive = small, poorly fitted or top-dose-only effect, or another doubt; inactive = no such curve, though single readings can be large; an effect the other way counts as inactive or inconclusive. This is a random part of the collection; any-hit rate near 4.1%.

Structure | PI5P4K alpha inh | Abeta rescue | IL-2 act | EPAC1 agonist | FUS suppressor | PLK1 PBD inh | EPAC1 antag | WRN helicase inh
CC(C)(C)c1ccc(C(=O)N2CCC(=O)N([C@H](COCc3ccccc3)Cc3ccccc3)CC2)cc1 | -2 | -6% | -1.2 | -14% | ? | 0% | -25% | -17%
COc1ccc2nc(NC(=O)CN3C(=O)NC4(CCCCC4)C3=O)sc2c1 | 3 | 5% | -3.3 | -2% | 8% | -10% | -25% | -19%
CCOc1ccc(OCc2ccc(C(=O)NCc3cccnc3)o2)cc1 | 7 | 6% | 0.3 | 2% | -10% | -1% | ? | -2%
CC(=O)Nc1sc2c(c1C#N)CC(C)(C)NC2(C)C | -2 | -13% | -3.8 | 0% | -12% | 4% | 11% | 12%
COC(=O)C1=CN(c2ccc(Oc3ccccc3)cc2)C(N)=C(C#N)C1c1ccccc1 (stereo not given) | ? | -17% | -0.2 | 8% | 44% | 4% | 1% | -11%
CCSc1nc(C)c(CCOc2cccc(C)c2)c(=O)[nH]1 | 1 | -11% | 1.8 | 8% | 6% | -12% | 9% | -25%
CCOC(=O)Cc1cc(=O)[nH]n(-c2ccccc2)c1=O | -1 | -2% | 0.0 | 0% | 28% | -15% | 3% | 9%
CC(=O)Nc1ccc(S(=O)(=O)NCc2ccc(C(=O)NCCCN3CCC(C)CC3)cc2)cc1 | -1 | 2% | -2.0 | 8% | -9% | -13% | -7% | 3%
COC(=O)CSc1nnc(-c2ccco2)o1 | nt | -3% | -2.4 | 9% | 21% | -6% | 21% | 7%
CCCCCCCCCCCCCCCC(=O)OCC1OC(n2ccc(N)nc2=O)C(O)C1O (stereo not given) | 4 | 4% | -0.2 | -8% | nt | -6% | 10% | 0%
Cc1cccc(NC(=O)CSCC(=O)Nc2cccc(S(=O)(=O)N3CCCCCC3)c2)c1 | 16 | 14% | -1.2 | ? | 40% | -9% | -23% | -19%
CCOC(=O)N1CCN(c2ccc(O)cc2)CC1 | -6 | 15% | 0.7 | -19% | -1% | 2% | 2% | 6%
O=C(C1CC=CCC1)N1CCN(S(=O)(=O)c2ccc(F)cc2)CC1 (stereo not given) | 2 | -16% | -3.5 | 4% | 3% | -14% | 4% | 15%
CCc1ccc(/C=C2/SC(=S)N(CCCC(=O)Nc3ccccc3C(=O)O)C2=O)cc1 | -27 | -6% | -1.7 | 2% | -17% | 24µM* | 40µM* | ?
CCCc1cc(C(=O)Nc2ccc(F)c(Cl)c2)no1 | -9 | -17% | 0.5 | 4% | 27% | -11% | -6% | -1%
C=CCn1c(Cc2cccs2)nnc1SCC(=O)Nc1ccc(OC)cc1 | -1 | -13% | -1.9 | 13% | 18% | -9% | 3% | 3%
CCOC(=O)c1ccc(-c2ccc(C=O)o2)cc1 | -15 | -8% | -3.7 | 1% | 11% | -11% | -21% | -5%
Cc1cc(C)n2nc(S(=O)(=O)N(C)Cc3ccccc3)nc2n1 | 0 | 2% | -0.2 | 1% | 9% | -2% | -10% | 4%
O=C(NCCc1ccccc1F)C1CCC(=O)N(Cc2ccccc2F)C1 (stereo not given) | -14 | 15% | 0.4 | 7% | 5% | 27µM* | 3% | -3%
O=C(COc1coc(CN2CCN(c3ccccc3)CC2)cc1=O)Nc1ccc(F)cc1 | 1 | 9% | -0.9 | 3% | 17% | -12% | -5% | 9%
Cc1ccc(NC(=O)C(=O)NCCc2c[nH]c3ccccc23)c(C)c1 | -6 | 7% | -0.1 | -7% | -3% | -4% | -2% | -4%
C[C@@H]1CN([C@@H](C)CO)C(=O)CCCn2nncc2CO[C@@H]1CN(C)S(=O)(=O)c1ccc(-n2cccn2)cc1 | -4 | -1% | -0.8 | 0% | 11% | -21% | 15% | -3%
CCC(=O)N1N=C(c2ccc(C)o2)CC1c1ccc(N(C)C)cc1 (stereo not given) | 1 | -1% | 0.3 | -7% | -9% | 0% | -7% | -2%
CC1CCCN(C(=O)COC(=O)CSc2ccc(C(N)=O)cc2[N+](=O)[O-])C1 (stereo not given) | 7 | -1% | -1.3 | -1% | 3% | -10% | 0% | -5%
CC(C)CNC(=O)c1ccccc1SCC(=O)NC12CC3CC(CC(C3)C1)C2 | -2 | -11% | -6.5 | -4% | 35% | 3% | -14% | -6%
CC(=O)c1ccc(NC(=O)c2cn(-c3ccccc3)nc2-c2ccncc2)cc1 | -7 | 3% | 0.4 | 3% | -1% | -3% | -5% | -12%
Cc1ccccc1NC(=O)Nc1nnc(Cc2ccc([N+](=O)[O-])cc2)s1 | 11 | 0% | -4.1 | 1% | nt | 57%[activator] | -5% | 126%[activator]
O=C(CCCC(=O)OCC(=O)c1cccs1)Nc1ccc(F)cc1 | 3 | -6% | -1.7 | -13% | 5% | ? | -8% | -6%
O=C1SCCC1NS(=O)(=O)c1ccccc1[N+](=O)[O-] (stereo not given) | 0 | 12% | 0.7 | 20% | 10% | 19µM* | 8% | -4%
S=C(NCCCN1CCOCC1)N1CCN(c2cccc(Cl)c2)CC1 | -2 | -11% | -1.3 | 1% | -21% | ? | 1% | -5%
COCCNC(=O)c1ccc2c(c1)ncn2-c1ccc(C)c(Cl)c1 | -5 | 9% | -0.4 | 8% | 1% | -9% | 14% | 12%
COc1ccccc1Nc1nc(N)nc(CN(C)C2CCCCC2)n1 | -8 | 16% | -2.6 | -9% | 15% | -11% | 1% | 0%

Only EPAC1 agonist, Abeta rescue and IL-2 act, for some of the entries so far:
Structure	EPAC1 agonist	Abeta rescue	IL-2 act
COc1ccccc1Nc1nc(N)nc(CN(C)C2CCCCC2)n1	-9%	16%	-2.6
COCCNC(=O)c1ccc2c(c1)ncn2-c1ccc(C)c(Cl)c1	8%	9%	-0.4
Cc1ccccc1NC(=O)Nc1nnc(Cc2ccc([N+](=O)[O-])cc2)s1	1%	0%	-4.1

Later entries.
Structure | PI5P4K alpha inh | Abeta rescue | IL-2 act | EPAC1 agonist | FUS suppressor | PLK1 PBD inh | EPAC1 antag | WRN helicase inh
Clc1ccc(-c2nc(CSc3ccccn3)cs2)cc1 | 29 | 0% | 2.2 | -1% | -8% | -23% | -2% | -10%
CCN(CC)S(=O)(=O)c1ccc(N2CCOCC2)c(NC(=O)C(C)Oc2ccc(F)cc2)c1 (stereo not given) | 6 | 1% | -0.1 | 8% | 42% | -3% | -17% | -14%
Cc1c(C(=O)O)sc(S(=O)(=O)N2CCN(C(=O)CCc3ccccc3)CC2)c1C(=O)O | 5 | 9% | -4.4 | 6% | 23% | -14% | 5% | -2%
CCCCCN(C(=O)CCC(=O)OCc1cccc(F)c1)c1c(N)n(CCCC)c(=O)[nH]c1=O | 9 | -21% | -0.7 | -14% | 15% | -1% | 0% | 0%
C/C(=N\NC(=O)c1cc(-c2ccncc2)nc2ccccc12)c1ccc(OC(F)F)cc1 | -1 | -2% | 1.3 | -12% | 17% | -2% | -23% | -27%
CCOC(=O)NC(CC(=O)O)c1ccc(OCC)cc1 (stereo not given) | nt | 16% | -1.6 | 5% | -12% | -4% | 4% | 1%
CC(O)CN(C)CC/C=C1/c2ccccc2CSc2ccccc21 (stereo not given) | -4 | 3% | -2.6 | 17% | nt | -1% | -3% | -19%
O=C(Cc1ccccc1F)NNC(=O)c1cccs1 | 4 | 0% | 0.8 | -3% | -28% | -1% | -5% | 17%
CC1(C)CC(=O)C(C=Nc2cccnc2)=C(O)C1 | nt | -6% | -1.6 | 11% | 2% | -1% | -4% | -11%
CCCc1nc2ccccc2c(C(=O)OCC(=O)Nc2ccc(S(=O)(=O)N3CCOCC3)cc2)c1CC | nt | 10% | -2.6 | 14% | ? | 2% | 0% | -6%
CC1(C)CC(=O)c2cnc(NCC3CCCO3)nc2C1 (stereo not given) | -4 | 4% | 0.2 | -4% | -15% | 1% | 1% | 1%
O=C(CCn1cnc2ccccc2c1=O)Nc1ccc(Cl)c(Cl)c1 | 1 | -8% | 1.8 | -6% | 0% | 1% | 11% | 17%
O=C(CN1CCN(c2ccccn2)CC1)Nc1cccc(S(=O)(=O)N2CCOCC2)c1 | 0 | -1% | -1.1 | 9% | 3% | -4% | -1% | 4%
COc1ccc(N(C(=O)c2snc(C(N)=O)c2N)C(C(=O)NCC2CCCO2)c2ccc(C)o2)cc1OC (stereo not given) | -6 | 0% | 1.1 | 5% | 11% | -8% | -22% | 1%[57.1 µM]
Oc1c(CN2CCOCC2)cc(-c2ccccc2)cc1CN1CCOCC1 | -1 | 1% | -2.4 | -16% | 17% | -3% | -8% | 7%
C=CCn1c(-c2cc(Cl)ccc2OC)n[nH]c1=S | -16 | 12% | -0.5 | 10% | -9% | -15% | 0% | -1%
C[C@H]1CN([C@@H](C)CO)C(=O)CCCn2cc(nn2)CO[C@@H]1CN(C)C(=O)Nc1ccc(N2CCCCC2)cc1 | -2 | 2% | -0.1 | -12% | -6% | -5% | -6% | 4%
CCOc1ccc(S(=O)(=O)N2CCC(C(=O)N3CCOCC3)CC2)cc1C | -1 | 0% | -0.1 | 3% | -1% | -1% | 8% | 5%
COc1ccc(C(=O)c2sc(Nc3ccc(NC(C)=O)cc3)nc2C)cc1 | -7 | 1% | 2.7 | -7% | 9% | 0% | 23% | -1%
O=C(NCc1ccccc1Cl)c1cccc2c1C(=O)c1ccc(-c3ccc(OC(F)(F)F)cc3)cc1S2(=O)=O | 1 | -4% | -4.7 | -20% | -9% | 10% | ? | 6%
CN(C)c1ccc(NC(=S)c2ccc3ccccc3n2)cc1 | -1 | -3% | -0.9 | -11% | 5% | 1.1µM* | 12% | 5%
CCOC(=O)c1c(NC(=O)COC(=O)Cn2cnc3c2c(=O)n(C)c(=O)n3C)sc(C)c1CC | 14 | 2% | -1.8 | -6% | -15% | -6% | 2% | -10%

Record cards (already shown). Order of screens: PI5P4K alpha inh	Abeta rescue	IL-2 act	EPAC1 agonist	FUS suppressor	PLK1 PBD inh	EPAC1 antag	WRN helicase inh
CCOc1ccc(S(=O)(=O)N2CCC(C(=O)N3CCOCC3)CC2)cc1C as listed: -1	0%	-0.1	3%	-1%	-1%	8%	5%
CN(C)c1ccc(NC(=S)c2ccc3ccccc3n2)cc1 as listed: -1	-3%	-0.9	-11%	5%	1.1µM*	12%	5%
C[C@H]1CN([C@@H](C)CO)C(=O)CCCn2cc(nn2)CO[C@@H]1CN(C)C(=O)Nc1ccc(N2CCCCC2)cc1 as listed: -2	2%	-0.1	-12%	-6%	-5%	-6%	4%
O=C(NCc1ccccc1Cl)c1cccc2c1C(=O)c1ccc(-c3ccc(OC(F)(F)F)cc3)cc1S2(=O)=O as listed: 1	-4%	-4.7	-20%	-9%	10%	?	6%
COc1ccc(C(=O)c2sc(Nc3ccc(NC(C)=O)cc3)nc2C)cc1 as listed: -7	1%	2.7	-7%	9%	0%	23%	-1%
